High-throughput results as filed in PubChem BioAssay.
uPA surface inh = blocks generation of uPA at the cell surface; actives 0.31% (n = 330,000); AID 540303; cell surface uPA generation assay, qHTS; Potency, µM (titrated, usually from 38.3 µM), for inactives: at the top dose activity change, negative = inhibition, actives largely listed as inhibitors; active = well fitted inhibition curve with a large enough effect; inconclusive = small, poorly fitted or top-dose-only effect; inactive = no such curve, though single readings can be large or run the other way; tested in mouse RAW 264.7 cells; also: % is scaled to controls: 0 for no effect and ±100 for the full control effect; nearly all actives have a fitted effect of over 55% in size
FLuc modulator = inhibits or activates purified firefly luciferase, miR-21 counter-screen. P08659. purified FLuc, Km substrates, luminescence inhibition. Potency, µM (doses to about 57.5 µM), for inactives: at the top dose activity change, negative = inhibition, hits mostly inhibitors. actives 6.9% (n = 360,000);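 also: plate controls were vehicle for no effect and reference inhibitor for full effect; nearly all actives have a fitted effect of over 55% in size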
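Biochemical qHTS of compounds, final roughly 60 µM downward over six points, against 10 nM purified firefly luciferase using Km concentrations of substrates (10 uM D-luciferin, 10 uM ATP) in Tris acetate pH 7.5 buffer; luminescence output.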
NPC1 prom act = NPC1 promoter activation; Huh7 NPC1 promoter luciferase reporter, 24 h; Potency, µM (highest dose often 9.22 µM), for the others: at the highest dose activation, actives largely listed as activators; actives 2.4% (n = 320,000); AID 485313;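 also: % of control where 0% means no effect; nearly all actives have a fitted effect of over 60% in size; reporter is driven by a mutant NPC1 promoter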
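Stably transfected Huh7 (NPC1 promoter→luciferase), 1500 cells/well in Opti-MEM + 10% FBS, 2 h settle, then compound 24 h at 37 °C. Luminescence after 10 min with Amplite reagent.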
Gal4-VP16 FLuc = inhibits Gal4-VP16 luciferase reporter, ROR gamma counter-screen; Drosophila S2 Gal4-VP16 UAS-luciferase, luminescence, 20 h; Potency, µM (doses to about 53.6 µM), inactives show at the top dose activity, negative = inhibition, actives largely listed as inhibitors; actives 3.5% (n = 310,000); AID 2546;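 also: Gal4-VP16 expression switched on by copper sulfate through the metallothionein promoter; % is scaled to controls: 0 for no effect and ±100 for the full control effect; nearly all actives have a fitted effect of over 50% in size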
BRCA1 expr up = BRCA1 expression activation. actives 1.1% (n = 380,000). AID 624202. MCF7-BRCA1-FFLuc reporter, luminescence, 48 h; response scale: scaled: vehicle 0%, 10 µM genistein 100%. Potency, µM (series often up to 46.1 µM), without a hit: at the highest dose activation, most hits filed as activators; also: nearly all actives have a fitted effect of over 80% in size; some results filed as inactive show a strong effect at the top dose
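Reporter cells (MCF7, BRCA1 promoter-firefly luciferase) received library compounds across a concentration series for 48 h. End-point luminescence was measured and concentration-effect curves derived after normalization.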
MLL CXXC-DNA inh = blocks binding of human MLL CXXC domain to DNA | Q03164 | MLL-CXXC / FITC-HOXA9 DNA fluorescence polarization | Potency, µM (titrated, usually from 115 µM), inactives show at the top dose activity change, negative = inhibition, usual class: inhibitors | actives 0.037% (n = 290,000); active = well fitted inhibition curve with a large enough effect in the polarisation, with a control signal flat, not every such curve was filed as active; inconclusive = small, poorly fitted or top-dose-only effect, or effect the other way, or a change in a side signal; inactive = no such curve, though single readings can be large or run the other way; the % refers to the polarisation
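Steps: dispense CXXC domain solution (7 uM) → pin compounds or unlabeled HOX-A9 DNA control → 5 min ambient → add FLSN-HOX-A9 solution (50 nM) → spin → 30 min ambient → fluorescence polarization. Tris pH 7.5/NaCl/DTT/BSA buffer.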
p53 reactivator = mutant p53 re-activation in reporter cells. Potency, µM (series often up to 92.2 µM), without a hit: top-dose activity change, positive = activation, most hits filed as activators. actives 0.063% (n = 320,000). H1299 p53-A138V BP100-luciferase reporter, luminescence, 24 h; also: % of control where 0% means no effect; nearly all actives have a fitted effect of over 45% in size
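p53-null H1299 cells stably carrying temperature-sensitive p53-A138V and a BP100-luciferase reporter were pinned with compounds (4-point, 1:5 series) and held 24 hrs at 37 deg C. Luminescence was read 10 min after detection reagent.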
MBNL1-CUG inh = MBNL1-poly(CUG) RNA binding inhibition. Q9NR56. TR-FRET MBNL1-His/biotin-(CUG)12 binding, 665/545 ratio. Potency, µM (titrated, usually from 57.5 µM), for the others: at the top dose activity change, negative = inhibition, actives largely listed as inhibitors. actives 0.036% (n = 280,000); active = well fitted inhibition curve with a large enough effect in the signal ratio, with a control signal flat, not every such curve was filed as active; inconclusive = small, poorly fitted or top-dose-only effect, or effect the other way, or a change in a side signal; inactive = no such curve, though single readings can be large or run the other way; the % refers to the signal ratio; also: % is scaled to controls: 0 for no effect and ±100 for the full control effect
Target sequence (Q9NR56 whole entry, looked up): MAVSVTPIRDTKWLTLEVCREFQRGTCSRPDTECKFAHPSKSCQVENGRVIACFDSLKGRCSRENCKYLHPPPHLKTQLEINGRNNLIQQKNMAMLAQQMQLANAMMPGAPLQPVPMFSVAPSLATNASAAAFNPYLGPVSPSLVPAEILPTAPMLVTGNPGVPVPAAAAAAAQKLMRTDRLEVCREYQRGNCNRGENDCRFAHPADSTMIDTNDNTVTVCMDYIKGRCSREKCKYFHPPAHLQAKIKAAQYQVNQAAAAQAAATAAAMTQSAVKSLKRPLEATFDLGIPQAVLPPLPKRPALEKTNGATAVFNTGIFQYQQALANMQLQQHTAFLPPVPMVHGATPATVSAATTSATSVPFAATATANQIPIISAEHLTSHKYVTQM
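MBNL1-His + Biotin-(CUG)12, cpd titration 92 nM–58 uM; Tb anti-His Ab 0.055 ng/ul, SA-XL665 5 nM (final); 60 min RT; ratiometric 665/545 nm, Ex 340 nm; normalized to buffer and full-complex controls.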
ELG1 genotoxic = induces genotoxicity in HEK293T cells with luciferase-tagged ELG1. actives 1.3% (n = 330,000). HEK293T ELG1-luciferase reporter, luminescence, 16 h. Potency, µM (series often up to 46 µM), for inactives: at the top dose activity change, positive = activation, usual class: activators; also: % of control where 0% means no effect; nearly all actives have a fitted effect of over 60% in size
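Cells (2,000/well) expressing the ELG1-luciferase fusion are dosed by pin tool and kept 16 hr at 37 °C, 5% CO2. Signal comes from ONE-Glo luciferase reagent after 30 min at room temperature.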
Rab9 promoter act = activators of Rab9 promoter; Huh7 Rab9 promoter-luciferase reporter, luminescence, 24 h; Potency, µM (series often up to 9.22 µM), for the others: top-dose activation, negative = inhibition, most hits filed as activators; actives 2.8% (n = 320,000); AID 485297; also: % of control where 0% means no effect; nearly all actives have a fitted effect of over 60% in size
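Quantitative HTS format; Huh7 Rab9-luciferase reporter cells (1500/well) receive compound 2 h post-plating, incubate 24 h at 37 °C, then get luciferase reagent for 10 min before luminescence reading.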
RORgamma inh = ROR gamma (mouse) transcription inhibition; P51450; Drosophila S2 Gal4-RORgamma UAS-luciferase reporter, 20 h; Potency, µM (top dose mostly 53.6 µM), for inactives: at the highest dose activity change, negative = inhibition, hits mostly inhibitors; actives 5.4% (n = 310,000); AID 2551; also: % is scaled to controls: 0 for no effect and ±100 for the full control effect; nearly all actives have a fitted effect of over 60% in size
Target sequence (P51450 whole entry, looked up, the tested form may be a part): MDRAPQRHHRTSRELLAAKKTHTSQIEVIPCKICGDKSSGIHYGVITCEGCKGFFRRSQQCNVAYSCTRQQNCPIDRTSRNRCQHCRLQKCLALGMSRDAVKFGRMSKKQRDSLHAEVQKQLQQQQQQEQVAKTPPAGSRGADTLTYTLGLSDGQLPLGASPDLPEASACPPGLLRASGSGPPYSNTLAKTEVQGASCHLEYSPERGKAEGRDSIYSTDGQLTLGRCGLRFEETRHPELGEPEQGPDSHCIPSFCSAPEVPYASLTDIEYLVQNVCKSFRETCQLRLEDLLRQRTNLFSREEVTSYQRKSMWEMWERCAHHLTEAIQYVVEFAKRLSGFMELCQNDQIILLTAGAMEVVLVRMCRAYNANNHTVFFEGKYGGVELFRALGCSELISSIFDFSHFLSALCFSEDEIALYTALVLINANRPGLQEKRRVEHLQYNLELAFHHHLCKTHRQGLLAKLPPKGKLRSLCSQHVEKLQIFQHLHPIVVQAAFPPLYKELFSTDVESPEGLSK
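A Gal4/UAS one-hybrid system in insect cells: metallothionein-promoter Gal4–ROR gamma fusion plus Photinus luciferase reporter. Copper sulfate 700 uM final, 20 hr ambient incubation, luminescent detection after 10 min with reagent.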
Active calls of the source: *; ? = inconclusive; nt = not tested or not shown; [ ] = remark or other dose. Unless noted, calls follow the shape of the dose curve; as a rule, active = well fitted curve in the direction sought with a large enough effect; inconclusive = small, poorly fitted or top-dose-only effect, or another doubt; inactive = no such curve, though single readings can be large; an effect the other way counts as inactive or inconclusive. Potency is read from the fitted curve at half-maximal effect. An excerpt. The share of hits here may be higher or lower than overall.

The line under a structure holds: uPA surface inh, BRCA1 expr up, Rab9 promoter act, RORgamma inh, ELG1 genotoxic, MBNL1-CUG inh, MLL CXXC-DNA inh, Gal4-VP16 FLuc, p53 reactivator, FLuc modulator, NPC1 prom act
CCNC(=S)Nc1cccc(NC(=O)c2ccccc2O)c1
    -3%, -27%, 8%, -25%, 0%, 6%, -3%, -1%, -3%, ?, 4%
CC1=C(C(=O)OCC2CCCO2)C(c2ccccc2)C2=C(CCCC2=O)N1 (configuration not stated)
    1%, 3%, -6%, -2%, -7%, 9%, 13%, -11%[10 µM], 1%, 4%, -1%
CC(C)Oc1cccc(C(=O)NC(=S)Nc2ccc(Cl)c(C(=O)O)c2)c1
    -1%, 4%, 2%, -24%, 6%, -3%, -24%, ?, 11%, ?, 3%
COc1ccc(C(=O)Nc2cccc(-c3nc4ncccc4o3)c2C)cc1OC
    6%, -25%, 2%, -28%, -7%, 8%, 5%, ?, -2%, 0%, -6%
Cc1cccc(COc2ncnc3nc[nH]c23)c1
    -5%, 10µM*, 2%, ?, 3%, -7%[11.5 µM], 10%, 2%, 13%, ?, -2%
COc1ccc(OC)c(NC(=O)C(=O)N/N=C(\C)CC(=O)Nc2ccc(Cl)cn2)c1
    -4%, 11%, 2%, 5%, 0%, 4%, 28%, 0%, 2%, 3%, -12%
CCc1noc(C)c1C(=O)NNC(=O)COc1ccccc1C
    10%, -7%, 1%, nt, 2%, nt, nt, nt, 1%, nt, -3%
CCOc1ccc(Cn2ccnc2CCl)cc1[N+](=O)[O-]
    -5%, 9%, -36%[inhibitor], -21%, -3%, 7%, 8%, -11%, -7%, 7%, -1%
COc1cc2ccc(=O)oc2c(CC=C(C)C)c1OC
    5%, -3%, 0%, -3%, 1%, -2%, -1%, 0%, 1%, -6%, -5%
CCc1c(C)c(C#N)c2[nH]c3ccccc3n2c1=S
    -1%, -69%, -28%, -38%, -9%, nt, 1%, -4%, 2%, -14%, -27%
C#CCOCCOCCOCCNc1nc(N2CCN(C(=O)Cn3cc(CCCN=C(N)N)nn3)CC2)nc(N2CCN(C(=O)[C@H]([C@@H](C)CC)n3cc(CCC(=O)O)nn3)CC2)n1
    3%, 0%, 1%, 3%, 2%, -21%, 1%, -1%, 3%, 3%, -2%
CCOC(=O)CSC1=NC(=O)/C(=C\c2ccc(Cl)cc2)S1
    -7%, ?, -8%, -26%, ?, 4%, ?, 13µM*, ?, 11µM*, -20%
COCCNC(C(=O)Nc1cc(Cl)cc(Cl)c1)c1ccccc1 (configuration not stated)
    2%, -18%, -1%, 13%, 0%, 5%, 3%, 3%, -3%, 6%, 1%
Cc1cccc(C(=O)N(CC(=O)Nc2sc(C)c(C)c2C(N)=O)C2CCCC2)c1
    12%, -24%, -2%, 15%, -17%, -1%, -3%, 16%, -2%, -2%, 3%
Fc1ccc(Cn2c(SCc3ccc(F)c(F)c3)nnc2C(F)(F)F)cc1
    nt, 5%, 1%, 31%, 1%, -15%, -7%, ?, -2%, 0%, -1%
c1ccc(-c2oc3ncnc(N4CCOCC4)c3c2-c2ccccc2)cc1
    nt, nt, -9%, -2%, -27%, 1%, -10%, 3%, 16%, -2%, -5%
O=C(c1cc2cc(Cl)ccc2oc1=O)N1CCCCCCC1
    8%, 3%, 2%, -8%, -2%, 10%, -12%, 1%, -27%, 3%, -3%
Cc1cc(CN(C)Cc2ccc(OCC(O)CN(C)Cc3ccccc3)cc2)on1 (configuration not stated)
    -1%, -4%, -1%, 9%, -4%, 14%, 0%, -8%, 3%, -2%, 1%
O=C(NCC(c1ccco1)N1CCN(c2ccccc2)CC1)OCc1ccccc1 (configuration not stated)
    -3%, 7%, -4%, 22%, -3%, -1%, -7%, -15%, 21%, 2%, -2%
CC(C)CCNC(=O)C(c1ccco1)N(CC1CCCO1)C(=O)Cn1nnc2ccccc21 (configuration not stated)
    -1%, -4%, -2%, 16%, 1%, 2%, -12%, -2%, 2%, 4%, -5%
O=C(CSc1nnc2ccc(-c3cccnc3)nn12)Nc1ccccc1F
    -4%, -4%, 2%, nt, 2%, nt, nt, nt, 4%, 0%, -1%
CC1CCN(c2ccc(C(=O)NCc3ccco3)cc2[N+](=O)[O-])CC1
    -11%, 15%, 0%, -10%, -2%, ?, -2%, 0%, -7%, ?, -8%
CCn1cc([N+](=O)[O-])nc1C
    -4%, -22%, 0%, -3%, -1%, 22%, -3%, 5%, 1%, 4%, -2%
O=C(/C=C/c1ccccc1)/C=C/c1ccccc1
    -14%, -86%[inhibitor], 10%, ?, -16%, 4%, 0%, ?, -23%, 3.4µM*, 1%
CN(C)c1nc(OCCOC(=O)COc2ccc(Cl)cc2Cl)nc(N(C)C)n1
    nt, 1%, 4%, -16%, -1%, -3%, 2%, -3%, -2%, -2%[2.3 µM], 3%
CC1(C)CC(=O)c2cnc(NC3CC3)nc2C1
    5%, 28%, 0%, -1%, 0%, 4%, 9%, -9%[10 µM], 0%, 3%, -3%
Cc1cccc(N2CCN(C(=O)Cc3ccc(Br)cc3)CC2)c1C
    8%, 58%, nt, 37%, nt, 4%, -6%, 22%, nt, ?, nt
CCOC(=O)C1=C2NC(=O)c3ccccc3N2C(=O)C1
    0%, -6%, 1%, -5%, 0%, 3%, 7%, 9%, -1%, -18%, -2%
Cc1cc(C)c(C#N)c(SCC(=O)Nc2ccc(S(=O)(=O)Nc3ncccn3)cc2)n1
    1%, 1%, 4%, 8.9µM*, ?, ?, -4%, 13µM*, ?, -20%, 2%
COc1ccc(/C=C2\SC(=S)N(CCC(=O)NC3C=CS(=O)(=O)C3)C2=O)cc1 (configuration not stated)
    -11%, -33%, -8%, ?, 12%, ?, -16%, 3%, -8%, 5.4µM*, 2%
CC1CCCC(NC(=O)COC(=O)c2ccccc2Sc2ccccc2C#N)C1C (configuration not stated)
    14%, -11%, -6%, 36%, -1%, -5%, 12%, -10%, 7%, 2%, 1%
O=C(CCN1C(=O)[C@@H]2Cc3ccccc3CN2C1=O)Nc1cccc(F)c1
    4%, 1%, 1%, -1%, 0%, -6%, 11%, -4%, -5%, 1%, 18%
COc1cc(C2NC(=O)C(C#N)=C(S)N2c2ccccc2)ccc1OC(C)C (configuration not stated)
    0%, -12%, 1%, 10µM*, 2%, -3%, -25%, ?, 14%, ?, 1%
C=CCn1c(=O)c2ccccc2n2c(SCc3csc(-c4ccccc4)n3)nnc12
    2%, -7%, 6%, 12%, -4%, 12%, -2%, -3%, 2%, 0%, 3%
O=C1NC2(Nc3ccccc31)C(=O)Nc1ccccc12 (configuration not stated)
    4%, -8%, 1%, -35%, 5%, 12%, 0%, 25%, ?, -11%, -1%
N#Cc1sc2nc(N3CCCCC3)c3c(c2c1N)CCCC3
    2%, -58%, -9%, -32%, -9%, 59%[activator], 3%, ?, 13%, 1%, -3%
O=C(COc1ccc2ccc(=O)oc2c1)Nc1ccc(CCO)cc1
    -3%, -9%, -9%, -14%, 0%, 8%, 10%, 2%, -9%, ?, 0%
Cc1ccc(C)c(C(=O)COC(=O)c2cc(Cl)nc3ccccc23)c1
    -7%, 9%, -3%, 35%, 2%, ?, -2%, -6%, 18%, 12µM*, 1%
Cc1ccc(S(=O)(=O)N2CCN(C(=S)NCCc3ccccc3)CC2)cc1
    -10%, -5%, -3%, 2%, -9%, -3%, 5%, 5%, -1%, -1%, -5%
COCCN1Cc2cccc(C(=O)Nc3cc(OC)ccc3OC)c2C1=O
    -1%, -12%, 1%, 16%, 3%, -5%, 9%, -13%, -9%, 1%, 4%
CS(=O)(=O)N(Cc1ccccc1)c1ccc(C(=O)Nc2cccnc2)cc1
    -11%, 6%, 10%, ?, 2%, -9%, -1%, 14%, -4%, 3%, 0%

Three compounds from above with just Rab9 promoter act, BRCA1 expr up and NPC1 prom act:
Structure	Rab9 promoter act	BRCA1 expr up	NPC1 prom act
CN(C)c1nc(OCCOC(=O)COc2ccc(Cl)cc2Cl)nc(N(C)C)n1	4%	1%	3%
CC1CCN(c2ccc(C(=O)NCc3ccco3)cc2[N+](=O)[O-])CC1	0%	15%	-8%
Cc1cc(C)c(C#N)c(SCC(=O)Nc2ccc(S(=O)(=O)Nc3ncccn3)cc2)n1	4%	1%	2%
